# Assay outcomes (PubChem)
# core dimer inh: blocks dimerization of HCV core protein; TR-FRET GST/Flag-core106 dimerization, 1536-well; inhibition, % at 5 µM; 0.33% of 300,000 active; AID 1899;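 active = inhibition above the mean of all tested compounds plus 3 SD, set per screening campaign, cut at about 45% in these data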
#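 Assay system: Tagged HCV core106 pair (GST and Flag) | Buffer or medium: KF-containing HEPES buffer, pH 7.45, DTT, CHAPS, BSA | Also added: Eu donor and XL665 acceptor anti-tag antibodies | Dosing: One concentration, 5 µM, in 0.5% DMSO | Timing: 4 h at 22.5 °C | Technique: TR-FRET 671 and 617 nm emission | Repeats: Singlicate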
# CR mimetic SO: yeast age-related superoxide inhibition as caloric restriction mimetic; 0.18% of 330,000 active; AID 2690; S. cerevisiae aged cells, superoxide DHE fluorescence; hits give low values; superoxide response (% of plate mean), % at 10 µM;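 active = superoxide response under a set limit, about three screen SD below normal, cut at about 65% in these data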;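 note: yeast aged for seven days with compound at 30 °C before DHE staining; 100% = average MFI of all compound-treated wells on the plate with controls excluded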
# TPT1 inhibitor: inhibitors of Candida albicans tRNA 2'-phosphotransferase TPT1; recombinant caTPT1, FP RNA substrate dephosphorylation; inhibition, % at 5 µM; 0.81% of 300,000 active;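 active = inhibition above the mean of all tested compounds plus 3 SD, set per screening campaign, cut at about 24% in these data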;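 note: plate controls were DMSO alone for no effect and ferristatin control at 100 nM for full effect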
# EBNA-1 inhibitor: blocks EBNA-1 binding to DNA | EBNA-1 DNA binding, fluorescence polarization | inhibition, % at 14.8 µM | 0.34% of 300,000 active | AID 1950; in the data active = inhibition above about 28%
# ZTA DNA inh: counter-screen for EBNA-1 inhibitors: inhibitors of Epstein-Barr virus ZTA. P03206. ZTA-DNA binding, fluorescence polarization. inhibition, % at 11 µM. 0.15% of 320,000 active; in the data active = inhibition above about 33%
# Target sequence (P03206 whole entry, looked up): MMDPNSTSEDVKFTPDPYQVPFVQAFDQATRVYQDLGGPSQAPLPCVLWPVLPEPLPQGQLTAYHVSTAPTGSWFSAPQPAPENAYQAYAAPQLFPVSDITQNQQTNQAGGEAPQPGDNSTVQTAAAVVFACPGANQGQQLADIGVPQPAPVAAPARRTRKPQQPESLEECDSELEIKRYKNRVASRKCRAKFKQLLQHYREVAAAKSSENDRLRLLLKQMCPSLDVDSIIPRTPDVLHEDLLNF
# JMJD2C inh: inhibitors of human GASC-1 (JMJD2C) demethylase. AID 2099. GST-JMJD2C(1-420) H3K9me3 demethylation, DELFIA europium. inhibition, % at 2.35 µM. 0.069% of 330,000 active. Q9H3R0;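 active = more than half of a compound's replicate wells show inhibition beyond 50%, single wells judged on their own value; inconclusive = some, but no more than half, of replicates pass 50% inhibition; inactive = no replicate passes 50% inhibition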;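 note: signal counts dimethyl H3K9 product captured on neutravidin plate; 0% = median of DMSO wells and 100% = 0.3 times that DMSO median; strong numbers were not always called active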
# PP1 inh: PP1-alpha (human) inhibition in PP5 counter-screen. AID 2235. inhibition, % at 6.7 µM. purified PP1alpha, OMFP fluorescence. 0.9% of 320,000 active. P62136;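 active = inhibition above the mean inhibition of all tested compounds plus 3 SD, computed separately for each screening campaign, cut at about 15% in these data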
# Target sequence (P62136 whole entry, looked up): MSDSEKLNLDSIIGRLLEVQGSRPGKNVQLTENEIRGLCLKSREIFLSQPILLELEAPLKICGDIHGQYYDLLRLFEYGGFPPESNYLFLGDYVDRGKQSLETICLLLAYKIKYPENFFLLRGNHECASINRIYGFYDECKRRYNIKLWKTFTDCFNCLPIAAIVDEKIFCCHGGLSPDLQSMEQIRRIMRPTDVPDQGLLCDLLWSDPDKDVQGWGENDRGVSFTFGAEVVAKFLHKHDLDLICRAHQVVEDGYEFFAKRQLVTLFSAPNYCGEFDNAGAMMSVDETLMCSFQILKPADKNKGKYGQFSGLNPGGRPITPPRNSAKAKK
# PP5 inh: PP5 (human) phosphatase inhibition; P53041; purified PP5c, OMFP substrate fluorescence; inhibition, % at 6.7 µM; 0.18% of 320,000 active; AID 1987;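 active = inhibition above the campaign's mean inhibition across all tested compounds plus 3 SD, cut at about 9.5% in these data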;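 note: 0% = DMSO only and 100% = 100 µM cantharidin control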
# Target sequence (P53041 whole entry, looked up): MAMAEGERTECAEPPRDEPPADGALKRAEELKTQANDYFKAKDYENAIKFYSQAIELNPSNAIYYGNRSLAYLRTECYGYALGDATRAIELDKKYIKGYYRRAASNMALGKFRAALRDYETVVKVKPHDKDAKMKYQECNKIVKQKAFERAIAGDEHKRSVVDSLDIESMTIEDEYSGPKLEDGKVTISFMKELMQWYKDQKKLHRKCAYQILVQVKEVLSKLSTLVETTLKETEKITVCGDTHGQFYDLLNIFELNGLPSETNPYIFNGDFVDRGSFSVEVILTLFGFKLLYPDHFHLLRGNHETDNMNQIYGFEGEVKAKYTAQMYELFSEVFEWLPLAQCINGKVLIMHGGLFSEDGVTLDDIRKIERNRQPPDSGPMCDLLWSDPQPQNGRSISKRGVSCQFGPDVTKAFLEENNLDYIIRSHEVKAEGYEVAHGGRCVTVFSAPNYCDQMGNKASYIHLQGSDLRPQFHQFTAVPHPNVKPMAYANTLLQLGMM
# CTSL1 counter: cathepsin L1 inhibition, PFM18AAP counter-screen; recombinant F. hepatica cathepsin L1, Z-Leu-Arg-MCA fluorescence; inhibition, % at 5.96 µM; 0.49% of 300,000 active;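 active = inhibition above the mean of all tested compounds plus 3 SD, set per screening campaign, cut at about 17% in these data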;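 note: 0% = plate median of test compound wells and 100% = 1 µM Z-Phe-Ala-diazomethylketone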
# Starred values were filed as active, the others as inactive; ? = inconclusive; nt = not tested or not shown. Rows were taken by chance; 3.1% or so of the library scored in one or more.
# Every second line gives: PP5 inh, EBNA-1 inhibitor, ZTA DNA inh, CTSL1 counter, CR mimetic SO, TPT1 inhibitor, core dimer inh, PP1 inh, JMJD2C inh
- CCN(CC(=O)Nc1ccc2c(c1)OCCO2)Cc1cc(=O)oc2c(C)c(C)ccc12
 : 3.3, 3, -16, -1, 105, 2, 1, 4, 2
- Cc1ccc(CN(Cc2cc3cc4c(cc3[nH]c2=O)OCCO4)Cc2nnnn2Cc2ccco2)cc1
 : 4.4, 4, -13, 0, 95, 20, 22, 11, -17
- CSc1ccc(C(=O)C2CCCN(Cc3cccc4nccnc34)C2)cc1 (configuration not stated)
 : 2.1, -3, -35, 1, 108, -3, -3, 2, 6
- CC1CCN(Cc2c(C(=O)N/N=C/c3ccc(OC(C)C)cc3)nnn2-c2nonc2N)CC1
 : 7.8, -13, 2, -3, 124, 3, 15, 8, 9
- CC(=O)Nc1ccc(S(=O)(=O)N2CCN(c3cnn(C)c(=O)c3Cl)CC2)cc1
 : 0.1, 2, -1, 2, 92, 9, 4, 1, 28
- C=CC1=C(C(=O)O)N2C(=O)[C@@H](NC(=O)/C(=N/OCC(=O)O)c3csc(N)n3)[C@H]2SC1
 : 4.0, -4, 1, -3, 105, 2, -208, -1, -49
- COc1ccc2c(C)cc(SCC(=O)Nc3c(C)n(C)n(-c4ccccc4)c3=O)nc2c1
 : 3.5, -2, -4, 3, 94, 1, -5, -1, 42
- Cc1ccc(Cn2ccc(NC(=O)c3nn(C)cc3Cl)n2)cc1
 : -1.0, -8, 5, -3, 101, 1, 2, 7, 10
- CCOc1ccc(/C(O)=C2/C(=O)C(=O)N(CC3CCCO3)C2c2ccco2)cc1 (configuration not stated)
 : 1.5, -5, -12, 1, 102, 3, 0, -1, 3
- COC(=O)COc1cc(Cl)c(C=O)cc1OC
 : 4.0, 2, -17, -1, 123, 3, -2, 0, 12
- NC(=O)C1CCN(C(=O)c2ccc3nc(-c4ccccc4)c(-c4ccccc4)nc3c2)CC1
 : -1.4, -6, 8, 0, 84, 0, 0, -5, 9
- C=CCc1cc(C)ccc1OCCCn1ccnc1
 : 1.2, -5, -3, 0, 105, 0, -5, 1, -6
- O=C(CCN1C(=O)COc2ccccc21)NCCCN1CCc2ccccc2C1
 : -0.2, -7, 5, 1, 91, -4, -2, -3, ?
- O=C(Nc1ccn(Cc2ccccc2)n1)c1n[nH]c([N+](=O)[O-])c1Cl
 : 2.5, -10, -6, 0, 119, 5, 3, -2, -13
- CC(=O)NC(C)c1cc(Cl)c2cccnc2c1O (configuration not stated)
 : -1.6, nt, 17, nt, 111, nt, nt, -5, -2
- CC(C)(CNC(=O)C1CCCC1)CNC(=O)C1CCCC1
 : 1.5, 0, -5, -1, 99, -2, -5, 0, 1
- CN(C)/C(CN1CCOCC1)=C1\N=C(c2ccccc2)OC1=O
 : 1.8, -6, -5, 4, 90, 3, 2, 0, 1
- CN(C)CCNC(=O)C12CC3(C)CC(C)(CC(C)(C3)C1)C2
 : -2.1, 6, 20, -2, 111, 1, -2, -3, 2
- COc1ccc(NC(=S)N2CCN(C(=O)c3ccccc3)CC2)cc1
 : 2.0, -2, -3, -2, 96, 0, -3, 4, 0
- COc1ccc(CNC(=O)C2CC(c3cccc(OC)c3)=NO2)cc1 (configuration not stated)
 : 3.5, -1, -28, -2, 77, -1, -4, 2, 1

# Reformatted: results already given
COc1ccc(NC(=S)N2CCN(C(=O)c3ccccc3)CC2)cc1
  PP5 inh = 2.0 | EBNA-1 inhibitor = -2 | ZTA DNA inh = -3 | CTSL1 counter = -2 | CR mimetic SO = 96 | TPT1 inhibitor = 0 | core dimer inh = -3 | PP1 inh = 4 | JMJD2C inh = 0

O=C(CCN1C(=O)COc2ccccc21)NCCCN1CCc2ccccc2C1
  PP5 inh = -0.2 | EBNA-1 inhibitor = -7 | ZTA DNA inh = 5 | CTSL1 counter = 1 | CR mimetic SO = 91 | TPT1 inhibitor = -4 | core dimer inh = -2 | PP1 inh = -3 | JMJD2C inh = ?

CN(C)/C(CN1CCOCC1)=C1\N=C(c2ccccc2)OC1=O
  PP5 inh = 1.8 | EBNA-1 inhibitor = -6 | ZTA DNA inh = -5 | CTSL1 counter = 4 | CR mimetic SO = 90 | TPT1 inhibitor = 3 | core dimer inh = 2 | PP1 inh = 0 | JMJD2C inh = 1

CC(C)(CNC(=O)C1CCCC1)CNC(=O)C1CCCC1
  PP5 inh = 1.5 | EBNA-1 inhibitor = 0 | ZTA DNA inh = -5 | CTSL1 counter = -1 | CR mimetic SO = 99 | TPT1 inhibitor = -2 | core dimer inh = -5 | PP1 inh = 0 | JMJD2C inh = 1

# Later entries.
# Every second line gives: PP5 inh, EBNA-1 inhibitor, ZTA DNA inh, CTSL1 counter, CR mimetic SO, TPT1 inhibitor, core dimer inh, PP1 inh, JMJD2C inh
- Cc1oncc1-c1csc(-c2ccccc2)n1
 : 1.3, -2, -7, 4, 98, -3, -2, 2, -6
- O=C(CSc1nnc2c(n1)[nH]c1ccc(S(=O)(=O)N3CCOCC3)cc12)Nc1ccccc1Cl
 : 0.4, 6, 5, -1, 107, 0, 7, 1, 25
- O=C(NCc1ccc(Cl)c(Cl)c1)c1ccc2c(c1)OCO2
 : 1.7, -7, 14, 0, 119, 2, -4, -1, 0
- CC(Sc1n[nH]c(-c2cccs2)n1)C(=O)Nc1ccc(C(N)=O)cc1 (configuration not stated)
 : -0.8, nt, -1, nt, 78, nt, nt, -1, 11
- COCCNC(=O)COC(=O)c1[nH]c(C)c(C(C)=O)c1C
 : 2.8, -2, 4, -1, 97, -6, -3, 1, 2
- Cc1ccc(C(=O)NCCc2ccccc2)cc1N1CCCC1=O
 : 0.8, -2, 3, 1, 104, 1, -3, -1, 0
- CCC(CO)NCc1ccccc1OC(C)C (configuration not stated)
 : -1.9, -3, 7, 0, 92, -2, 3, 0, -6
- CCOC(=O)COc1ccccc1-c1ccno1
 : 0.7, -6, -3, -3, 99, -5, -3, 0, -7
- O=C(CCC(=O)N/N=C/c1ccco1)N/N=C/c1ccco1
 : -0.1, -4, 0, 7, 111, 0, -1, -3, -17
- COc1ccc(/C=N/NS(=O)(=O)c2ccccc2)cc1OS(=O)(=O)c1ccccc1
 : 1.0, 7, 12, -1, 112, -1, 11, -1, -4

# Overlap with the part before: four entries, then new ones.
# Every second line gives: PP5 inh, EBNA-1 inhibitor, ZTA DNA inh, CTSL1 counter, CR mimetic SO, TPT1 inhibitor, core dimer inh, PP1 inh, JMJD2C inh
- CCC(CO)NCc1ccccc1OC(C)C (configuration not stated)
 : -1.9, -3, 7, 0, 92, -2, 3, 0, -6
- CCOC(=O)COc1ccccc1-c1ccno1
 : 0.7, -6, -3, -3, 99, -5, -3, 0, -7
- O=C(CCC(=O)N/N=C/c1ccco1)N/N=C/c1ccco1
 : -0.1, -4, 0, 7, 111, 0, -1, -3, -17
- COc1ccc(/C=N/NS(=O)(=O)c2ccccc2)cc1OS(=O)(=O)c1ccccc1
 : 1.0, 7, 12, -1, 112, -1, 11, -1, -4
- Cc1nc(NCCc2ccccc2)c(C#N)c(C)c1[N+](=O)[O-]
 : 3.6, -12, -9, -3, 108, 0, 1, 2, 0
- O=C(OCC(O)CN1CCCCC1)C12CC3CC(CC(C3)C1)C2 (configuration not stated)
 : 0.1, 10, -10, 3, 87, -6, -6, -1, 6
- O=C(CCC1CCCC1)Nc1cc(Cl)ccc1N1CCOCC1
 : 4.7, nt, 5, nt, 96, nt, nt, -1, -2
- CCOC(=O)c1c(NC(=O)c2c(C(=O)O)cccc2[N+](=O)[O-])sc2c1CCCC2
 : 1.1, 11, 0, 0, 81, -6, 6, 10, 3
- CC12C(=O)N(Cc3ccco3)C(=O)C1C1c3ccccc3C2c2ccccc21 (configuration not stated)
 : 0.6, 19, -1, 0, 91, -3, 0, 3, -27
- Cc1oc(-c2ccc(Cl)cc2)nc1CN1CCC(C(=O)NCc2cccs2)CC1
 : 1.3, 2, 2, 0, 97, -1, 2, 0, -10
- CC(=O)Nc1ccc(NC(=O)CCn2c(=O)oc3ccccc32)cc1
 : -0.2, -2, -5, 5, 102, -1, 4, -1, 4
- O=C(NCCCCCNC(=O)c1ccco1)c1ccco1
 : 0.3, -9, -5, -1, 92, 0, -8, -1, 3
- COc1ccc(COCC(O)CN2CCC(C(N)=O)CC2)cc1 (configuration not stated)
 : 3.3, -8, -14, 0, 104, -5, -3, -3, -4
- Cc1ccc2ccc(C)[n+](CCCS(=O)(=O)[O-])c2c1
 : -5.1, -9, 5, -1, 106, -10, 6, 8, 11
- CCn1c(SCC(=O)N(C)C)nc2cc(S(=O)(=O)N3CCCCC3)ccc21
 : 0.3, 6, -10, 3, 94, 3, -5, -3, 9
- Cn1cc(C(=O)N2CCN(C(=O)c3ccco3)CC2)c2c3ccccc3n(C)c2c1=O
 : 4.4, -7, 5, -3, 115, 1, -2, -3, 2
- Cc1cccc(C)c1OCC(=O)NNC(=O)CCNC(=O)c1ccc(Br)cc1
 : -0.1, 7, 2, -15, 106, -2, -5, -4, 0
- Cc1ccc(C)c(NC(=S)N(CCN(C)C)C(C)c2ccccn2)c1 (configuration not stated)
 : -2.1, 4, 5, 0, 91, -2, 0, -4, -1
- CCc1nnc(NC(=O)CSc2nc3c(c(=O)n2-c2ccccc2OC)SCC3)s1
 : 2.8, -6, -2, 2, 107, 2, 5, 0, -2
- CCCc1cc(=O)oc2cc(C)cc(OCC(=O)NCCN3CCOCC3)c12
 : -0.2, -5, 7, 1, 105, 0, -2, -4, ?
- CCCCNC(=O)CNC(=S)N(Cc1ccc(C)cc1)Cc1ccco1
 : 0.8, 5, 4, -2, 96, 3, 2, -2, 4
- CCOC(=O)C[n+]1c(C)csc1C
 : 2.4, 3, 1, 3, 108, 2, 2, -1, 2
- Cc1ccccc1Cn1c([N+](=O)[O-])cnc1C
 : 0.8, 12, -4, -2, 95, -1, -2, -3, 5
- O=C(CCNC(=O)Cn1ccc2ccccc2c1=O)NCCCN1CCN(c2ccc(F)cc2)CC1
 : 0.8, -1, 2, 0, 97, -6, -5, 0, 5
- O=C(c1cn(-c2ccccc2)nc1-c1cccnc1)N1CCN(S(=O)(=O)c2cccc(F)c2)CC1
 : 2.2, nt, -27, nt, 99, nt, nt, -4, -1
- CN(C)CCCN1C(=O)C(=O)/C(=C(/O)c2ccncc2)C1c1ccccc1 (configuration not stated)
 : 1.2, 8, 8, 0, 88, -1, -4, 0, 35
- CC(=O)OCC(COC(C)=O)OC(C)=O
 : -8.2, -1, -5, 7, 100, -2, -14, 4, -13
- O=C1C2C3C=CC(C2C(=O)N1CCO)C1C(=O)N(CCO)C(=O)C31 (configuration not stated)
 : -0.7, 2, 0, 0, 101, -1, 5, -1, 0
- COc1cc(/C=N/Nc2ccc(Cl)c(C(=O)O)c2)ccc1OC(=O)c1ccc(F)cc1
 : 2.0, -3, -10, 0, 115, -1, 14, -2, -1
- CC(NS(=O)(=O)c1ccc(F)cc1)C(=O)Nc1ccc2c(c1)OCCO2 (configuration not stated)
 : 1.7, -3, -6, 4, 95, 0, -1, -2, -8
- Cc1ccc(-c2nn(-c3ccccc3)cc2CO)o1
 : 1.9, 1, 7, -3, 91, -3, -1, 6, 0
- CC1(C)CC[C@]2(CO)[C@@H](O)C[C@]3(C)C(=CCC4[C@@]5(C)CC[C@H](O)C(C)(C)C5CC[C@]43C)[C@@H]2C1 (some centres not stated)
 : 4.4, -3, 14, 0, 100, -3, 0, 13, -7
- Cc1cccc(NC(=O)c2ccccc2OCC(=O)N2CCOCC2)c1C
 : -0.3, 1, -3, -4, 82, 0, -1, -2, -6
